Bioassay records from PubChem BioAssay.
Insulin prom inh: TRM-6 insulin promoter activity inhibition. TRM-6 cells (human fetal islet line), insulin promoter-eGFP reporter, imaging; reporter expression induced with tamoxifen. inhibition, % at 2 µM. hit rate 0.9% among 130,000. AID 1273;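 active = inhibition above the mean plus 3 SD, with well images judged a real hit on visual review, cut at about 60% in these data, passing the limit was not always enough; inconclusive = inhibition over the cutoff but images rejected on review; inactive = inhibition not above the cutoff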
sdo1 growth: restores growth of sdo1-depleted yeast; S. cerevisiae sdo1-depleted JHY4D growth rescue, OD600 30 h; active compounds read high; pdr5 snq2 efflux-pump mutant strain; z-score at 10 µM; hit rate 0.21% among 140,000;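 active = z-score above 3 at both the 24 hr and the 30 hr optical density reads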;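 note: z-score against mean and SD of all compound wells on the same plate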
sdo1 growth Rescue 24 h: second read-out of sdo1 growth, no call of its own (marks repeat the call); z-score; S. cerevisiae sdo1-depleted JHY4D growth rescue, OD600; measured here: growth rescue at 24 h;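 0 is the plate mean of compound wells and units are plate SD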
Starred values were filed as active, the others as inactive; ? = inconclusive; nt = no result given.

no.	SMILES	Insulin prom inh	sdo1 growth	sdo1 growth Rescue 24 h
1	C#CCOCCOCCOCCNc1nc(N2CCOCC2)nc(N2CCN(C(=O)[C@H]([C@@H](C)O)n3cc(CCCCN)nn3)CC2)n1	40	0.86	0.77
2	BrC(=C\c1ccccc1)/C=N/N1CCN(c2ccccn2)CC1	-12	-0.68	-0.94
3	CCOC(=O)NCc1ccc(S(=O)(=O)Nc2ccc(C)cc2)cc1	0	0.12	0.08
4	O=C(NC(=S)NCc1ccccc1)c1ccccc1F	3	-0.8	-1.1
5	CCOc1ccc(-n2ccnc2SCC(=O)N2CCCc3ccccc32)cc1	nt	-1.1	-1.6
6	COc1cc(/C=C2/N=C(C3CCCCC3)OC2=O)cc(OC)c1OC	-7	-0.96	-1.6
7	CCn1nc(C)c(/C=N/NC(=O)c2c[nH]c3ccccc23)c1C	7	1.3	0.45
8	O=C1CC(c2cccc(Cl)c2)C(n2cncn2)C(=O)C1C1NCCc2ccccc21 (stereo not given)	7	0.76	0.28
9	Cc1cc(C(=O)NC(=S)Nc2ccccc2N2CCCC2)ccc1[N+](=O)[O-]	nt	-0.33	-0.54
10	CN(C)c1nc(N(C)C)nc(N(C#N)CN2C(=O)c3ccccc3C2=O)n1	nt	0.19	0.89
11	CCOC(=O)c1[nH]cnc1C(=O)Nc1ccccn1	nt	0.28	-0.19
12	COc1cc(NC(=O)c2ccccc2)c(OC)cc1NC(C)=O	41	0.68	0.45
13	Cc1c(C(=O)OCc2ccccc2)[nH]c2c1C(=O)CC(c1ccco1)C2 (stereo not given)	nt	-2	-1.6
14	Cc1c(NC(=O)c2ccc3c(c2)OCO3)cccc1-c1nc2ccccc2s1	nt	-1.1	-0.51
15	CCc1nc2n[nH]c(N)c2c2c1CSC(C)(C)C2	8	0.69	0.57
16	C#CCOC(=O)Nc1cccn(Cc2c(Cl)cccc2Cl)c1=O	nt	0.07	0.52
17	CCCCCC(=O)Nc1ccc(-c2csc(C)n2)cc1	-43	-0.16	-0.21
18	COc1ccc(NC2=CC(=O)CC(c3ccccc3)C2)c(OC)c1 (stereo not given)	25	-0.33	-0.83
19	O=C(O)/C=C/C(=O)Nc1ccc(F)cc1F	8	0.7	-0.2
20	Cc1cccc(COCC(Cc2ccccc2)N2CCN(C(=O)c3cccc(Cl)c3)CCC2=O)c1 (stereo not given)	14	0.08	0.51
21	Cc1ccc2c(c1)C=CC(C)(C)S2=O (stereo not given)	21	2.8	3.6
22	CC(=O)Nc1nc(C)nc(-c2ccccc2OC(C)=O)n1	0	0.91	2
23	N#Cc1c(-c2ccco2)cc(-c2ccccn2)nc1N	nt	0.37	0.78
24	CC(C)NC(=O)N1CCN(c2ccncc2S(=O)(=O)N2CCOCC2)CC1	-18	-0.14	-0.59
25	Cc1ccccc1NC(=O)C1(C)Cc2ccccc2C(=O)O1 (stereo not given)	17	0.95	0.75
26	Cc1ccc(NC(=O)Cn2cnc3sc(C(=O)NCCN(C)C)c(C)c3c2=O)cc1Cl	23	-0.13	-0.84
27	CCCCCCn1c(C)nc2c(c1=O)c1nc3ccccc3nc1n2/N=C/c1ccco1	25	-1.3	0.36
28	CCc1ccc(N2NC(=O)/C(=C/C=C/c3ccco3)C2=O)cc1	-9	0.52	0.39
29	C=CCSc1nnc(-c2cccnc2)o1	nt	0.78	0.57
30	Cc1cc([N+](=O)[O-])ccc1NC(=O)C(C)[n+]1ccccc1 (stereo not given)	29	nt	nt
31	COc1cccc(/C=N/NC(=O)c2ccc(N(C)S(=O)(=O)c3ccccc3)cc2)c1OC	27	nt	nt
32	Cc1noc(/C=C/Nc2ccc(F)cc2F)c1[N+](=O)[O-]	-109	nt	nt
33	Cc1ccc(CN2CCN(CC3CC4C=CC3C4)CC2)cc1 (stereo not given)	nt	-0.63	-0.61
34	COc1ccc(-c2cc(C(=O)NCc3ccc(Cl)cc3)no2)cc1OC	-48	-1.4	-0.51
35	COc1ccc(CC(=O)OCc2cc3ccc(C)cc3[nH]c2=O)cc1	14	1.4	1.9
36	CCOC(=O)C[n+]1c(C)sc2ccc(OC)cc21	-33	0.93	0.8

Compound profiles, as listed above. Order of screens: Insulin prom inh, sdo1 growth, sdo1 growth Rescue 24 h
COc1cccc(/C=N/NC(=O)c2ccc(N(C)S(=O)(=O)c3ccccc3)cc2)c1OC reads 27, nt, nt
Cc1cc([N+](=O)[O-])ccc1NC(=O)C(C)[n+]1ccccc1 (stereo not given) reads 29, nt, nt

Carrying on:
no.	SMILES	Insulin prom inh	sdo1 growth	sdo1 growth Rescue 24 h
37	O=C1CC(c2cccs2)CC2=C1C(c1ccccc1)n1ncnc1N2 (stereo not given)	-493	-0.66	-0.82
38	COc1cc2c(cc1OC)CN(c1nc(CN3CCOCC3)nc3sc4c(c13)CCCC4)CC2	23	-1.4	-1.2
39	CCN(CC)C(=O)Cn1c(=O)n(-c2ccccc2)c(=O)c2c3c(sc21)CCC3	nt	1.3	1.5
40	O=C(O)c1ccc(Nc2nc3c(s2)CCCC3)cc1	-18	nt	nt
41	O=C(O)c1cnn(-c2nc(-c3cccc(F)c3)cs2)c1C(F)(F)F	53	nt	nt
42	O=C(CN1CCN(c2ccccn2)CC1)N1c2ccccc2Sc2ccc(C(F)(F)F)cc21	38	-3	-2.1
43	Cc1cccc(/C=N/n2c(C)cc(C)c(C#N)c2=O)c1	50	-0.47	-0.97
44	S=C(NCc1ccc2[nH]c3c(c2c1)CCCC3)Nc1ccccc1Cl	12	-1.8	-3
45	O=S1(=O)CCN2C(Cc3ccc(SC(F)F)cc3)=CSC2=N1	nt	0.52	1.1
46	CCOC(=O)Cn1c(=O)c2c(nc3n2CCS3)n(C)c1=O	12	0.66	-0.32
47	CC(C)(C)NC(=O)C(c1cccs1)N(CC1CCCO1)C(=O)c1ccc(-c2ccccc2)[nH]1 (stereo not given)	-30	-0.77	-0.42
48	COCCCNc1cc(C)nc2ccccc12	26	0.24	0.13
49	CC(=O)c1cc2c(cc1N/C(=N/S(=O)(=O)c1ccc(C)cc1)c1ccccc1)OCO2	-23	-0.04	0.48
50	CC(=Nc1ccc2c(c1)nc(CO)n2C)C1=C(O)CC(C)(C)CC1=O	nt	0.85	1.2
51	CC[n+]1c(-c2ccccc2)csc1Nc1c(C)n(C)n(-c2ccccc2)c1=O	7	-0.1	0.15
52	CC(=O)c1c(Nc2ccc3c(c2)OCCO3)oc(C)cc1=O	nt	1.4	0.75
53	O=C(O)/C=C\C(=O)Nc1ccc(N2CCN(c3ccc(Cl)cc3)CC2)cc1	47	nt	nt
54	CN(C)c1cnn(-c2ccccc2)c(=O)c1Cl	-31	0.18	-0.35
55	O=C(Nc1ccc2c(c1)OCCO2)C1CCN(C(=O)c2ccc(F)cc2)CC1	45	0.09	0.23
56	O=C(NNC(=S)Nc1ccc(Cl)cc1Cl)C1CC1	17	0	-0.46
57	CC1=C(C(=O)OC2CCCCC2)C(c2ccc(C)o2)C2=C(CC(C)(C)CC2=O)N1 (stereo not given)	-7	-0.86	-1.2
58	COCCNC(=O)Cn1cnc2c1c(=O)n(C)c(=O)n2C	33	0.63	0.05
59	CCC(O)CNc1nc(-n2nc(C)cc2C)nc2sc3c(c12)CC(C)(C)OC3 (stereo not given)	-12	-0.33	-0.45
60	COc1ccc(C2(C(=O)NCCN3CCOCC3)CCOCC2)cc1	nt	0.92	0.38
61	CSC1=C(C#N)C(c2ccccc2C)C(C#N)=C(N)N1 (stereo not given)	nt	-1.7	-1.1
62	Nc1nc(SCC(=O)NCc2ccco2)[nH]c(=O)c1-c1ccccc1	0	0.57	-0.11
63	CCS(=O)(=O)N1CCN(Cc2ccc([N+](=O)[O-])cc2)CC1	nt	0.53	0.53
64	Cc1cccc(OCCC(=O)NCC(c2ccccc2)N(C)C)c1 (stereo not given)	nt	0.52	0.16
65	Cc1ccc2nc(C)cc(C(=O)OCC(=O)c3ccc(Cl)c([N+](=O)[O-])c3)c2c1	nt	-0.25	-0.84
66	CCN(CC)C(=O)CSc1nnc(-c2ccccc2)c(-c2ccccc2)n1	13	-0.58	0.32
67	C/C(=N\N=C(N)N)c1ccc(Cl)cc1Cl	14	nt	nt
68	CCC(=O)NCCc1cc2ccc(C)c(C)c2[nH]c1=O	-10	0.6	-0.11
69	Cc1sc2ncnc(N3CCC(C)CC3)c2c1C	-40	-1.6	-1.1
70	Fc1ccc(-c2nnc(CN3CCC(c4nc5ccccc5s4)CC3)o2)cc1	nt	-1.6	-0.67
71	CCCCC1=NN(C(=O)c2cocc2C)C(O)(C(F)(F)F)C1 (stereo not given)	7	0.54	0.77
72	Cc1cc(N2CCCC(C(=O)Nc3cccc4ccccc34)C2)n2ncnc2n1 (stereo not given)	-23	nt	nt
73	Cn1cc(C(=O)NCc2ccc(F)cc2)cn1	17	nt	nt
74	Clc1ccc(OCCn2ccnc2)c2ccccc12	-33	-1.4	-0.4
75	O=c1[nH]c2ccc(Cl)cc2c(-c2ccccc2)c1N1CCOCC1	nt	-1.5	-0.56
76	COc1cccc(C(=O)NNc2nc(C)cc(C)n2)c1	25	0.33	-1.1
77	Cc1ccc2c(CC(=O)O)coc2c1C	12	0.91	1.4
78	COc1ccc(C(=O)Nc2cc(C)nn2-c2nc3ccccc3[nH]2)c(OC)c1	14	nt	nt
79	COc1ccc(Cl)cc1C(=O)NNC(=O)C1COc2ccccc2O1 (stereo not given)	0	nt	nt
80	C=CCNC(=O)COc1ccc(N(C)S(=O)(=O)c2ccc(NC(C)=O)cc2)cc1	-6	nt	nt
81	O=C(O)CCCCCN1C(=O)C2CCCCC2C1=O (stereo not given)	-44	0.4	0.51
82	Cc1ccc(C)n1/N=C1/NC(=O)CS1	28	1.4	0.15
83	CCCC1(c2ccccc2)NC(=O)N(CC(=O)Nc2cc(C)on2)C1=O (stereo not given)	9	nt	nt
84	CC(C)(C)OC(=O)NCCCCCc1nnc(SCC(=O)Nc2cccc(Cl)c2)o1	-50	-1.2	-1.3
85	COc1cc(C2C3=C(CCCC3=O)Nc3[nH]n(-c4ccccc4)c(=O)c32)cc(OC)c1OC (stereo not given)	42	nt	nt
86	CCNc1ccc(C(=O)OCC)cc1NC(=O)c1cccc(S(=O)(=O)N(C)c2ccccc2)c1	nt	-0.43	-0.99
87	O=c1c2oc3ccccc3c2ncn1Cc1ccccc1Cl	-17	-0.73	1.4
88	Cc1ccc(S(=O)(=O)Nc2ccc(C(=O)OCC(=O)N(CCC#N)c3ccccc3)cc2)cc1C	25	0.25	0.22
89	COc1cc(N2C(=O)c3ccccc3C2=O)c(Cl)cc1C(=O)OCC(=O)NCc1ccco1	7	0.34	1.1
90	Cc1cc(C)c2c(n1)nn1c(NCCOCCO)cc(C)nc21	nt	1.3	1.8
91	O=C(c1sc2ccccc2c1Cl)N1CCN(c2ncccn2)CC1	-26	-0.65	-0.34
92	CCCNC(=O)c1ccccc1C(=O)NCCC	-25	1.3	1.1
93	CN(CC(=O)N1CCN(c2ccccn2)CC1)S(=O)(=O)c1ccc(Br)cc1	-319	-0.13	-0.07
94	CC(NCc1ccc(N(C)C)cc1)C1CC2CCC1C2 (stereo not given)	-69	0.53	-0.13
95	CCOc1ccccc1NC(=O)COn1nnc2ccccc21	?	-1.4	-1.4
96	COCCNC(=O)c1sc2ncn(CC(=O)Nc3ccc(C)c(Cl)c3)c(=O)c2c1C	7	nt	nt

7 entries from above, set out differently.
[93] CN(CC(=O)N1CCN(c2ccccn2)CC1)S(=O)(=O)c1ccc(Br)cc1
[85] COc1cc(C2C3=C(CCCC3=O)Nc3[nH]n(-c4ccccc4)c(=O)c32)cc(OC)c1OC (stereo not given)
[89] COc1cc(N2C(=O)c3ccccc3C2=O)c(Cl)cc1C(=O)OCC(=O)NCc1ccco1
[96] COCCNC(=O)c1sc2ncn(CC(=O)Nc3ccc(C)c(Cl)c3)c(=O)c2c1C
[90] Cc1cc(C)c2c(n1)nn1c(NCCOCCO)cc(C)nc21
[94] CC(NCc1ccc(N(C)C)cc1)C1CC2CCC1C2 (stereo not given)
[88] Cc1ccc(S(=O)(=O)Nc2ccc(C(=O)OCC(=O)N(CCC#N)c3ccccc3)cc2)cc1C
assay / entry,93,85,89,96,90,94,88
Insulin prom inh,-319,42,7,7,nt,-69,25
sdo1 growth,-0.13,nt,0.34,nt,1.3,0.53,0.25
sdo1 growth Rescue 24 h,-0.07,nt,1.1,nt,1.8,-0.13,0.22

Next part:
no.	SMILES	Insulin prom inh	sdo1 growth	sdo1 growth Rescue 24 h
97	Cc1ccc(S(=O)(=O)NC(=O)Nc2ccc(Cl)cn2)cc1	nt	1.2	1.1
98	Fc1ccc(NCc2nnc(SCc3nnc(-c4ccccc4)o3)n2CC2CCCO2)cc1 (stereo not given)	-28	0.21	-0.15
99	O=c1c2ccc([N+](=O)[O-])c3cccc(c32)c2nc3ccccc3n12	nt	-1.4	-1
100	Cc1ccccc1CSCCNC(=S)Nc1ccccc1	18	nt	nt
101	CCN(CC)CCCNc1nnc(C)c(=O)[nH]1	nt	0.53	0.14
102	CCc1nnc(NC(=O)[C@@H]2CCCN2S(=O)(=O)c2ccc3c(c2)OCCO3)s1	-18	2.1	2.1
103	CCCCOc1ccc(C(=O)Nc2ccncc2)cc1	-127	-1.4	-1.4
